ABCG2 inh: inhibitors of human ABCG2 transporter, ABCB1 counter-screen; IgMXP3 cells, JC-1 efflux, flow cytometry; Q9UNQ0; inhibition, % at 6.6 µM; 190,000 compounds, 0.1% hits;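 active = inhibition above 80%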;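 note: 0% = DMSO and 100% = nicardipine control wells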
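Test system: ABCG2 IgMXP3 and barcoded ABCB1 CCRF-Adr cell mix; Schedule: cells with compound and JC-1, 10 min at 25 °C, rotating, no wash; Technique: flow cytometry of retained JC-1 fluorescence; Measure: % inhibition of efflux relative to nicardipine and DMSO; Controls: nicardipine high and DMSO low controls.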
Bcl-B Bim block: inhibitors of Bim-Bcl-B interaction, human | 190,000 compounds, 0.073% hits | Q9HD36 | bead-based flow cytometry, Bim peptide-Bcl-B binding | AID 951 | inhibition, % at 10 µM;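 note: 0% = tracer peptide without compound and 100% = reference inhibitor peptide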
Target sequence (Q9HD36 whole entry, looked up): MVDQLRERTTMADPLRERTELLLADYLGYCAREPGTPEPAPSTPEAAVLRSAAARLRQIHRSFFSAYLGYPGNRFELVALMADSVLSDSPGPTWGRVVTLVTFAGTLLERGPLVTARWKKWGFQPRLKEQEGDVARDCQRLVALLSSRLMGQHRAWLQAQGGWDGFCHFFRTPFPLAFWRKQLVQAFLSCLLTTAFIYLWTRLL
RGS4-Gao reg: human RGS4-Galphao interaction regulation; 220,000 compounds, 0.33% hits; AID 1415; Multiplexed bead flow cytometry, RGS4-Galphao binding; actives lie on both sides; binding response (% of control), % at 10 µM; P09471; in the data active = binding response below about 49% or above about 150%; inactive = in between;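 note: fluorescent Galphao activated with aluminum fluoride binding bead-coupled RGS4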
Target sequence (P09471 whole entry, looked up): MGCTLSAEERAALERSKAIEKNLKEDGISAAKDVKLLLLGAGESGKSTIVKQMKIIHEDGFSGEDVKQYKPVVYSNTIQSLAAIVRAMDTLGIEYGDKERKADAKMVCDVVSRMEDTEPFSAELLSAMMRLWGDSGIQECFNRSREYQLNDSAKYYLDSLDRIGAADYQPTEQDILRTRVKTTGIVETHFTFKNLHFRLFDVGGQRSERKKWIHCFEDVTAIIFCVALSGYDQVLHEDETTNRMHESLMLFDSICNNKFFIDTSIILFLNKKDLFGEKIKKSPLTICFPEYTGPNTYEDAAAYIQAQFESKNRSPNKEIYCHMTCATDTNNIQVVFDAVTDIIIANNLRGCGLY
Avidin bead fluor: compound fluoresces at 488/530 nm on avidin beads | compound fluorescence 488/530 nm, flow cytometry; stronger effect = higher value | fluorescence (KMESF) at 10 µM | 220,000 compounds, 0.38% hits; in the data active = fluorescence above about 47; note: inactives centre near 10
Bim-Bcl-XL: human Bim-Bcl-XL interaction inhibition. Q07817. inhibition, % at 10 µM. Bim peptide-Bcl-XL binding, bead flow cytometry, fluorescence. AID 1007. 190,000 compounds, 0.04% hits
Bcl-2 Bim block: disrupts Bim peptide binding to human Bcl-2; Bead-based flow cytometry, Bim peptide-Bcl-2 binding; P10415; 190,000 compounds, 0.06% hits; AID 950; inhibition, % at 10 µM; in the data active = inhibition above about 40%; inconclusive = no clear call, values can overlap the other calls;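 note: 0% = no compound wells with probe peptide and 100% = reference peptide inhibitor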
Target sequence (P10415 whole entry, looked up): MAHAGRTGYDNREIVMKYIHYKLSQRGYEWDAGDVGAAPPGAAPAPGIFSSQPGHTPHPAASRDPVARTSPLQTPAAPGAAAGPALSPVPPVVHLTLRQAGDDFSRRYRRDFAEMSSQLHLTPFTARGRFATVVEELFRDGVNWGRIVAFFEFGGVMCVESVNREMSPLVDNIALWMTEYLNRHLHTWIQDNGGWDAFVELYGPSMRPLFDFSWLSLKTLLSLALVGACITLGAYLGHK
Bcl-W Bim block: human Bim-Bcl-W interaction inhibition. Q92843. bead-based flow cytometry, Bim peptide-Bcl-W binding. inhibition, % at 10 µM. 190,000 compounds, 0.02% hits;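 note: 0% = bound tracer without compound and 100% = peptide blocker; higher means less fluorescent Bim peptide bound to Bcl-W beads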
Target sequence (Q92843 whole entry, looked up): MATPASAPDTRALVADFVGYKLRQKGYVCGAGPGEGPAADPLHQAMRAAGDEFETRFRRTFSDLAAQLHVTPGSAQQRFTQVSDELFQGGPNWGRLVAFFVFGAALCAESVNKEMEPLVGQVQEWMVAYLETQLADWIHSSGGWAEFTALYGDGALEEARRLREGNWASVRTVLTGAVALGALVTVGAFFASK
GSH fluor: GSH bead compound fluorescence profile; GSH beads flow cytometry, compound fluorescence 488/530 nm; stronger effect = higher value; fluorescence (KMESF) at 10 µM; 190,000 compounds, 0.25% hits; in the data active = fluorescence above about 89;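 note: glutathione beads carrying GST-tagged Bcl family fusion proteins plus one bare bead set; values are compound well signal with DMSO vehicle wells as background; inactives centre near 16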
Bim-Bfl-1: inhibitors of Bim-Bfl-1 interaction, human | Q16548 | Bead-based flow cytometry, Bim-Bfl-1 binding inhibition | inhibition, % at 10 µM | 190,000 compounds, 0.12% hits;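 note: 0% = wells without compound plus tracer and 100% = blocker peptide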
RGS7-Gao reg: human RGS7-Galphao interaction regulation; P09471; Multiplexed bead flow cytometry, RGS7-Galphao binding; actives lie on both sides; binding response (% of control), % at 10 µM; 220,000 compounds, 0.35% hits; AID 1439; in the data active = binding response below about 49% or above about 150%; inconclusive = no clear call, values can overlap the other calls; inactive = in between;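 note: fluorescent Galphao held in activated GDP-AlF4 state binding bead-coupled RGS7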
ABCB1 block: blocks JC-1 efflux by human ABCB1 transporter; 190,000 compounds, 0.067% hits; CCRF-Adr cells, flow cytometry; P08183; inhibition, % at 6.6 µM; AID 1326; in the data active = inhibition above about 40%;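 note: 0% = vehicle and 100% = reference inhibitor; higher value means more JC-1 retained so stronger ABCB1 efflux block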
Starred values were filed as active, the others as inactive; ? = inconclusive. Cut-off read from the data, not from the text of the source, unless noted: active = inhibition above about 40%.

SMILES	ABCG2 inh	Bcl-B Bim block	RGS4-Gao reg	Avidin bead fluor	Bim-Bcl-XL	Bcl-2 Bim block	Bcl-W Bim block	GSH fluor	Bim-Bfl-1	RGS7-Gao reg	ABCB1 block
COc1cccc(/C=N/NC(=S)Nc2cccnc2)c1	12	0	104	12	-1	-2	0	10	-2	108	0.0
N#C/C(=C\Nc1ccccc1SC(F)(F)F)c1nc(-c2ccc(F)cc2)cs1	0	-3	102	13	-5	-3	-5	17	-3	106	0.8
CCN(CC)S(=O)(=O)c1ccc(NC2c3ccccc3C(=O)N2Cc2ccco2)cc1 (stereo unspecified)	3	-8	100	6	0	-3	1	26	-9	100	2.0
COc1ccc(CCNC(=O)Nc2ccc3c(c2)OCO3)cc1OC	12	-5	99	9	-3	-7	0	20	-4	101	1.6
CC(=O)Nc1ccc(S(=O)(=O)Oc2ccc(C(=S)N3CCC(O)CC3)cc2)cc1	-1	-34	101	5	-6	-2	0	10	11	101	-0.2
CCC(CC)NC(=O)Cc1ccc(S(=O)(=O)N2CCOCC2)s1	0	1	96	10	-1	2	0	22	2	97	-0.1
OCCNc1nc(NCCC2=CCCCC2)nc(N2CCOCC2)n1	3	0	102	17	-1	-5	0	11	-1	101	0.2
Cc1ccc(OCC(=O)OCC(=O)c2c(N)n(C)c(=O)n(C)c2=O)cc1C	2	-9	106	9	-9	-9	-1	33	-11	104	0.2
Cc1cc(-c2ccccc2)nc2cc(C(=O)NCc3ccco3)nn12	1	-3	94	9	0	2	1	13	4	?	0.1
Cn1nnnc1SCC(=O)NNC(=O)c1ccc(F)cc1	8	-6	99	10	-5	-5	-6	18	-8	?	0.8
Cn1nc(-c2ccc(Cl)cc2)c2cc(C(=O)NCc3ccco3)sc21	2	-4	104	7	2	-1	0	17	-4	99	0.4
COc1ccc(C(NC(=O)CNC(C)=O)C(=O)Nc2ccc3c(c2)OCCO3)cc1 (stereo unspecified)	4	-2	100	7	0	0	-2	15	0	99	0.4
O=S(=O)(CCSc1nc2ccccc2s1)c1nc2ccccc2s1	65	-16	100	15	-7	-8	-2	35	-13	101	0.6
Cc1ccc(S(=O)(=O)N2CCCCC2C(=O)N2CCN(Cc3ccccc3)CC2)cc1 (stereo unspecified)	0	-3	112	34	0	0	-1	17	0	112	0.6
Cc1ccc(C(=O)NCC2CCCO2)cc1[N+](=O)[O-] (stereo unspecified)	16	-3	97	9	-5	-5	-4	10	-2	99	0.5
CCc1cc(C(=O)Cc2cnn(-c3ccccc3)c2)c(O)cc1O	-1	-1	97	34	-2	-3	-4	13	-2	97	-0.2
Cc1ccc(CN2CCN(Cc3ccccc3-c3ccco3)CC2CCO)o1 (stereo unspecified)	1	-5	94	12	-1	0	0	14	-4	91	0.6
COC(=O)c1ccc(Cl)c(NC(=O)CN2CCC(C)CC2)c1	5	0	98	16	-3	-1	0	12	-1	98	0.8
CCC(=O)Nc1sc(Cc2ccccc2)c(C)c1C(N)=O	21	-10	104	12	-3	-5	-2	12	-4	108	1.5
CCN1CCN(C(=O)CN(CC)S(=O)(=O)c2ccc(Cl)cc2)CC1	1	-6	100	7	-4	-5	3	45	-7	102	0.7
CCC(Sc1ccccc1C(=O)O)C(=O)O (stereo unspecified)	0	-7	98	9	-6	-13	2	10	-10	98	0.1
Cc1noc(C)c1C(=O)NCc1ccccc1	1	-8	100	9	-2	-3	-1	10	-7	101	0.0
Cc1nc(P(=O)(c2ccccc2)c2ccccc2)c(N2CCOCC2)o1	3	-10	106	13	2	-8	0	36	-10	105	0.3
O=C1CN(C(=O)COC(=O)CNC(=O)c2ccc(Br)o2)c2ccccc2N1	1	-1	97	23	0	1	-2	11	-5	96	-0.2
O=C(N/N=C/c1ccc([N+](=O)[O-])s1)c1ccccc1Br	10	-3	91	12	-3	0	-2	11	0	95	0.6
CCN1CCN(C(=O)C2c3cc(OC)c(OC)cc3C(=O)N3CCc4ccccc4C23)CC1 (stereo unspecified)	0	-7	97	12	-4	-14	1	12	-13	103	0.1
COc1cc(-c2nc(Cc3ccccc3Cl)no2)cc(OC)c1OC	0	-3	98	10	-2	-4	-1	16	-1	96	0.2
O=C1NN(c2ccc(F)c(Cl)c2)C(=O)/C1=C\c1cccc(OC(=O)c2cccs2)c1	-2	-4	102	27	-5	0	1	22	-7	98	-0.8
COC(=O)C(C)Sc1nc2c(cnn2-c2ccc(C)cc2)c(=O)[nH]1 (stereo unspecified)	8	4	100	6	0	2	2	22	1	102	1.1
CC(=O)C(Cc1ccccc1)NC(=O)CCl (stereo unspecified)	0	-4	104	11	0	-1	-1	15	0	102	0.2
COC(=O)Cc1c(C)c2c(OCc3nn[nH]n3)cc(C)cc2oc1=O	-1	0	99	8	-1	-2	2	15	0	94	-0.1
COc1ccc(C2SCCN2S(=O)(=O)c2ccccc2)cc1 (stereo unspecified)	1	-1	107	11	-1	-2	0	14	-1	99	0.3
COc1ccc(C2CC(c3c(-c4ccccc4)c4cc(Cl)ccc4[nH]c3=O)=NN2S(C)(=O)=O)cc1OC (stereo unspecified)	2	-4	100	7	-2	-3	0	15	-3	99	0.2
CNc1nc(N(C)C)nc(N(C)C)n1	34	1	100	5	0	0	1	26	0	99	3.9
COc1cccc(-n2cc3c(c2-c2ccccc2)c(=O)n(C)c(=O)n3C)c1	23	4	100	7	0	-6	-1	24	-3	99	2.9
COc1ccc(CNC(=O)COc2ccc([N+](=O)[O-])cc2)cc1	10	-8	109	7	-3	-7	0	17	-9	108	1.2

An excerpt of these results, with values under each structure.
The line under a structure holds: ABCG2 inh, Bcl-B Bim block, RGS4-Gao reg, Avidin bead fluor, Bim-Bcl-XL, Bcl-2 Bim block, Bcl-W Bim block, GSH fluor, Bim-Bfl-1, RGS7-Gao reg, ABCB1 block
CCN(CC)S(=O)(=O)c1ccc(NC2c3ccccc3C(=O)N2Cc2ccco2)cc1 (stereo unspecified)
  3, -8, 100, 6, 0, -3, 1, 26, -9, 100, 2.0
COc1ccc(CCNC(=O)Nc2ccc3c(c2)OCO3)cc1OC
  12, -5, 99, 9, -3, -7, 0, 20, -4, 101, 1.6

More results.
SMILES	ABCG2 inh	Bcl-B Bim block	RGS4-Gao reg	Avidin bead fluor	Bim-Bcl-XL	Bcl-2 Bim block	Bcl-W Bim block	GSH fluor	Bim-Bfl-1	RGS7-Gao reg	ABCB1 block
COC(=O)c1nnn(-c2nonc2N)c1CSc1nnc(N)s1	1	-10	99	5	-2	-4	1	20	-1	96	0.5
O=C(NC(Cc1ccccc1)C(=O)O)/C(=C\c1ccco1)NC(=O)c1ccc(Br)cc1 (stereo unspecified)	0	-4	107	13	3	-3	-3	38	-3	105	-0.2
COc1ccc(N2CCN(CC(=O)Nc3ccc(-n4cnnn4)cc3)CC2)cc1	8	-7	104	32	-9	-9	-5	23	-8	102	0.3
Cn1c(=O)c2c(-c3cccc(F)c3)c3c(nc2n(C)c1=O)-c1ccccc1C3O (stereo unspecified)	7	-3	107	10	0	-5	6	8	-7	106	0.8
COc1ccccc1NC(=O)C1=C(C)Nc2nnnn2C1c1ccccn1 (stereo unspecified)	2	-3	101	9	-4	-7	0	11	-6	98	0.4
O=C(CSc1n[nH]c(-c2cccnc2)n1)OC1CCCCC1	25	4	92	12	0	2	0	15	6	103	-3.2
C=CCNc1cnn(-c2ccccc2)c(=O)c1Cl	6	-1	98	11	-2	2	-2	15	-2	100	0.6
O=C(O)c1cc(O)c2c(c1)C(=O)c1cccc(O)c1C2=O	-1	3	97	3	5	6	8	14	8	90	-0.9
CCCSc1nsc(NC(=O)CC)n1	38	-4	100	10	-3	1	-3	14	-3	99	0.6
O=C(COc1ccc2c3c(c(=O)oc2c1)CCC3)c1ccc2c(c1)OCO2	2	-2	95	10	-4	-5	-5	14	-2	98	0.2
O=c1c(N2CCOCC2)nsn1Cc1ccccc1	3	-1	97	9	-1	-1	-1	29	-2	101	0.5
Cc1cc(-c2n[nH]c(=S)n2/N=C/c2cccc([N+](=O)[O-])c2)n[nH]1	-2	-10	100	15	9	5	7	1	8	105	-0.2
CC(C)(C)c1ccccc1OCCCCN1CCCC1	4	-9	97	10	-11	-11	-1	36	-14	94	1.0
NC(N)=Nc1nc2ccc(Cl)cc2c(=O)[nH]1	5	-2	99	11	2	-1	1	17	-4	101	0.6
O=C(Cn1nnc2c(cnn2-c2ccc(F)cc2)c1=O)Nc1ccccc1C(F)(F)F	3	-4	103	20	-1	0	-3	13	-7	109	0.5
Cc1ccnc2nc(C(=O)OCC(=O)N3CCc4ccccc43)nn12	0	6	101	11	-1	0	-2	14	7	?	0.7
O=C(Nc1ccc(Cl)cc1)N1CCc2ccccc2C1	60	3	105	8	-2	0	-1	16	6	101	-2.8
Cc1ccccc1NC(=O)CN1CCC(n2nnc3ccccc32)CC1	0	0	96	8	0	-4	-2	19	-2	97	-0.2
CC(C)N1C(=O)/C(=C\c2nc3ccccc3c(=O)[nH]2)c2ccccc21	7	-3	94	7	-4	1	-3	2	-2	92	1.8
Cc1ccc[n+](CC(=O)Nc2nc3ccccc3s2)c1	-1	-1	105	11	-3	-2	0	16	-10	108	-0.1
COC(=O)c1cccc(NC(=O)CSc2nc(C)cc(=O)[nH]2)c1	2	-4	99	9	8	-1	0	34	-8	101	0.6

Among those listed so far, nine have an aryl thioether with sulfur outside any ring:
SMILES	ABCG2 inh	Bcl-B Bim block	RGS4-Gao reg	Avidin bead fluor	Bim-Bcl-XL	Bcl-2 Bim block	Bcl-W Bim block	GSH fluor	Bim-Bfl-1	RGS7-Gao reg	ABCB1 block
N#C/C(=C\Nc1ccccc1SC(F)(F)F)c1nc(-c2ccc(F)cc2)cs1	0	-3	102	13	-5	-3	-5	17	-3	106	0.8
Cn1nnnc1SCC(=O)NNC(=O)c1ccc(F)cc1	8	-6	99	10	-5	-5	-6	18	-8	?	0.8
O=S(=O)(CCSc1nc2ccccc2s1)c1nc2ccccc2s1	65	-16	100	15	-7	-8	-2	35	-13	101	0.6
CCC(Sc1ccccc1C(=O)O)C(=O)O (stereo unspecified)	0	-7	98	9	-6	-13	2	10	-10	98	0.1
COC(=O)C(C)Sc1nc2c(cnn2-c2ccc(C)cc2)c(=O)[nH]1 (stereo unspecified)	8	4	100	6	0	2	2	22	1	102	1.1
COC(=O)c1nnn(-c2nonc2N)c1CSc1nnc(N)s1	1	-10	99	5	-2	-4	1	20	-1	96	0.5
O=C(CSc1n[nH]c(-c2cccnc2)n1)OC1CCCCC1	25	4	92	12	0	2	0	15	6	103	-3.2
CCCSc1nsc(NC(=O)CC)n1	38	-4	100	10	-3	1	-3	14	-3	99	0.6
COC(=O)c1cccc(NC(=O)CSc2nc(C)cc(=O)[nH]2)c1	2	-4	99	9	8	-1	0	34	-8	101	0.6
